# Screening results as filed in PubChem.
# MBD2 DNA inh: inhibitors of MBD2 binding to methylated DNA, primary screen, biochemical, TR-FRET, DNA-binding domain, human. Methyl-CpG-binding domain protein 2 (Homo sapiens), Q9UBB5. MBD2 binding to methylated oligonucleotide. inhibition, % at 4.4 µM. 0.31% of 370,000 active; in the data active means inhibition above about 13%
# SIAE primary: human SIAE inhibitors, primary screen, biochemical, fluorescence polarization, FP-Rh probe, 1536-well HTS; SIAE FP-Rh probe binding; Sialate O-acetylesterase (Homo sapiens), Q9HAT2; inhibition, % at 9.66 µM; 0.69% of 370,000 active; AID 1053197, 2014;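 active means inhibition above a cutoff: mean of compounds within the control limits plus 3 SD of those, cut at about 17% in these data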;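 further: 0% = plate median of compound wells and 100% = probe without SIAE protein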
# UHRF1 binding: UHRF1 methylated DNA binding inhibitors, primary screen, counter-screen for MBD2 inhibitor project, biochemical, TR-FRET, human UHRF1, single concentration. inhibition, % at 4.4 µM. 0.75% of 370,000 active. UHRF1 binding to methylated oligo. AID 687016, 2013; in the data active means inhibition above about 21%;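 further: UHRF1 SRA domain binding a hemimethylated CpG hairpin DNA probe; 0% = median of test compound wells and 100% = reference inhibitor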
# proKLK7 act: proKLK7 zymogen activators, primary screen, biochemical, fluorescence intensity; Kallikrein-7 (Homo sapiens), P49862; purified proKLK7, EDANS-DABCYL substrate fluorescence; 100% is mature enzyme control, 0% vehicle; activation, % at 7 µM; 0.9% of 370,000 active;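 active means activation above the mean of all tested compounds plus 3 SD, computed per campaign excluding outliers beyond control limits, cut at about 13% in these data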
# Target sequence (P49862 whole entry, looked up): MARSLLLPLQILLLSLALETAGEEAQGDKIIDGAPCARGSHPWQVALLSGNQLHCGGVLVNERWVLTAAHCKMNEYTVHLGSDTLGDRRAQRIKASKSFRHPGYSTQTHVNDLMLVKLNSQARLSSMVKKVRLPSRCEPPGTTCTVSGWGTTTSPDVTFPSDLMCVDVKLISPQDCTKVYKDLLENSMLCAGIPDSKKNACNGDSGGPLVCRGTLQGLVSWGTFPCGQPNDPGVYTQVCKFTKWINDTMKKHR
# DDE Tn6 FP inh: inhibitors of Tn6 peptide binding to fibrin DD(E), primary screen, biochemical, fluorescence polarization, human fibrin, Tn6 probe; Fibrin DD(E) TRITC-Tn6 fluorescence polarization displacement; inhibition, % at 8.3 µM; 0.21% of 370,000 active;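 active means inhibition above a per-campaign cutoff: mean of compounds within control limits plus 3 SD, cut at about 15% in these data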;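 further: 0% = median of all compound wells on the plate and 100% = blocking peptide control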
# TDP2 inh: human TDP2 enzyme inhibitors, primary screen, biochemical, epi absorbance, recombinant enzyme; Tyrosyl-DNA phosphodiesterase 2 (Homo sapiens), O95551; 0.34% of 370,000 active; inhibition, % at 12.8 µM; T5PNP hydrolysis, p-nitrophenol absorbance 415 nm;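 active means inhibition above the mean of all tested compounds plus 3 SD, set per campaign, cut at about 25% in these data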;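 further: 0% = DMSO with enzyme and 100% = buffer with substrate but no TDP2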
# Target sequence (O95551 whole entry, looked up): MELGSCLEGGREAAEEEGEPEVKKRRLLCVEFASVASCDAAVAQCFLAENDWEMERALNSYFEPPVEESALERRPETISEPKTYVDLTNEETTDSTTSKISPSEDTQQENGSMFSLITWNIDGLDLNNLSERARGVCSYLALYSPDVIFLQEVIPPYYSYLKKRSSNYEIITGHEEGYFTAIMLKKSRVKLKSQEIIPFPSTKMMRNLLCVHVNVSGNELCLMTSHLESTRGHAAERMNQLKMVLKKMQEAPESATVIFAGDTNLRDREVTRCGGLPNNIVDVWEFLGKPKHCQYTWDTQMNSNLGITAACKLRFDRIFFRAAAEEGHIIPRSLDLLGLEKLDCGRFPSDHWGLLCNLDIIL
#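 Read-out basis: percent inhibition. System: recombinant human TDP2. Buffer or medium: Mg2+-containing Tris-HCl buffer, pH 7.5. Repeats: single replicate. Timing: reaction 2 h, 37 °C. Benchmarks: high control without enzyme, low control DMSO plus TDP2. Probe or stimulus: 5 mM T5PNP. Doses: 12.8 µM only. Measured by: epi absorbance of p-nitrophenol freed from T5PNP by hydrolysis.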
# PRMT1 inh: PRMT1 methyltransferase inhibitors, primary screen, biochemical, fluorescence polarization; recombinant PRMT1, activity-based probe fluorescence polarization; Protein arginine N-methyltransferase 1 (Homo sapiens), Q99873; inhibition, % at 2.79 µM; AID 652257, 2013; 1.3% of 370,000 active;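 active means inhibition above about 21% made by adding two undisclosed values, limit read from the data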
# Target sequence (Q99873 whole entry, looked up): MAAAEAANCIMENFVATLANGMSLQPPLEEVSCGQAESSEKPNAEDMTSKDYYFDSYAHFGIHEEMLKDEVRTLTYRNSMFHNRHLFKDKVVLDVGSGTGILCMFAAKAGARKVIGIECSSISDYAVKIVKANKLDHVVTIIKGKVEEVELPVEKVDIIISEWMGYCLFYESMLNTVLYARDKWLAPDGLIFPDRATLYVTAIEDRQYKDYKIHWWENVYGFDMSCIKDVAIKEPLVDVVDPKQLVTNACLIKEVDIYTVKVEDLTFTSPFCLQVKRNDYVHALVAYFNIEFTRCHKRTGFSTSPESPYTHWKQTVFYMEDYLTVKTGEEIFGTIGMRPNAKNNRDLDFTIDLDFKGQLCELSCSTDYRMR
# TCR-CD3 inh: inhibitors of human TCR-CD3 interaction, primary screen, biochemical, fluorescence, TAMRA-labeled TCR probe. T-cell receptor (TCR). inhibition, % at 9.4 µM. 0.37% of 360,000 active. AID 651800, 2012; in the data active means inhibition above about 19%;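 further: recombinant mutant TCR 2C K166C tagged with TAMRA read by polarization; 0% = receptor in buffer alone and 100% = receptor with positive control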
# DDE Tn7 FP inh: inhibitors of Tn7 peptide binding to fibrin DD(E), primary screen, biochemical, fluorescence polarization, human fibrin, Tn7 probe | Fibrinogen beta chain (Homo sapiens), P02675 | FP displacement of FITC-Tn7 peptide from fibrin DD(E); 0% = median of compound wells per plate | inhibition, % at 8.3 µM | 0.13% of 370,000 active;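 active means inhibition above the mean of compounds falling within the control limits plus 3 SD of them, cut at about 14% in these data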;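 further: 0% = plate median of compound wells and 100% = 10 µM Aha-Tn7 peptide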
#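 system = human fibrin DD(E) protein | quantity = DD(E) 2 µM final | medium = Tris/NaCl/CaCl2 buffer, pH 7.8 | also added = labelled Tn7 tracer, 0.1 µM | compound dosing = single point at 8.3 µM | timing = compound with protein 10 min, then 3 h after probe, room temperature | signal = FP measurement | benchmarks = Aha-Tn7 high control | repeats = one replicate per compound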
# LEDGF integ inh: blockers of LEDGF/p75-dependent integrase strand transfer – biochemical, TR-FRET, high throughput, primary screen; TR-FRET IN-LEDGF/p75 DNA integration, Eu/Cy5; AID 743269, 2014; 0.64% of 370,000 active; inhibition, % at 3.7 µM; HIV-1 integrase (with human LEDGF/p75);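 active means inhibition above the screen-wide mean plus 3 SD, cut at about 13% in these data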;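 further: signal is the Cy5 over europium emission ratio at 671 and 618 nm; 0% = plate median of compound wells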
# Starred values were filed as active, the others as inactive.
SMILES,MBD2 DNA inh,SIAE primary,UHRF1 binding,proKLK7 act,DDE Tn6 FP inh,TDP2 inh,PRMT1 inh,TCR-CD3 inh,DDE Tn7 FP inh,LEDGF integ inh
C/C(=N/Nc1cc(-c2ccccc2)nc(-c2ccccc2)n1)c1ccc(O)cc1,7,8,2,-1.3,-4,-3,-3,-1,-3,2
Cc1cccc(N(C(=O)c2sc(C)nc2C)C(C(=O)NCc2ccco2)c2ccccc2)c1 (centres undefined),-1,0,-1,-0.4,-4,4,2,2,-4,1
Cc1ccccc1C(=O)NCC(=O)N1CCN(c2ccccn2)CC1,4,2,1,-0.1,-5,1,1,-7,3,0
CC(C)C(C(=O)OCC(=O)c1ccccc1)N1C(=O)C2C3C=CC(C3)C2C1=O (centres undefined),1,1,-2,-0.4,2,2,2,3,-1,0
CCN1CCOC(CC(=O)Nc2cccc([N+](=O)[O-])c2)C1=O (centres undefined),-3,0,3,0.0,-1,-3,-2,0,-8,5
Oc1ccc(-c2cn3ccccc3n2)cc1O,-4,-4,-2,-1.3,11,-3,4,19,-1,0
CC(O)(c1ccccc1)c1nc(-c2cccc(C(=O)O)c2)cs1 (centres undefined),5,2,11,-0.3,-3,-9,3,0,-1,0
O=C(COC(=O)c1cc([N+](=O)[O-])ccc1NCCO)c1ccc(Cl)cc1,-4,-1,0,-0.2,0,0,0,8,-7,-4
Cc1cccc(Nc2nnc(-c3ccc(N4CCOCC4)c([N+](=O)[O-])c3)c3ccccc23)c1,-7,2,-3,-0.1,6,-6,-1,3,1,-2
COc1ccc(/C=N/NC(=O)CCn2cnc3ccccc32)cc1,-3,6,3,0.3,8,-16,-1,-12,-10,4
CCc1ccccc1NC(=O)NNS(=O)(=O)c1cc(C)ccc1C,2,3,1,-0.9,5,1,4,-2,5,-1
CCOC(=O)N1CCN(C(=S)NC(=O)C23CC4CC(CC(C4)C2)C3)CC1,-4,-7,3,-0.1,3,1,4,-4,2,-5
CCCCOCCCn1cnc2c([nH]c3cc(OC)ccc32)c1=O,-7,4,-1,0.0,-6,-4,-1,3,-3,1
C=CCNC(=S)Nc1cccc([N+](=O)[O-])c1,-1,6,-3,0.2,-3,-6,0,4,-4,7
CCc1ccccc1NC(=O)C/C(C)=N/NC(=O)COc1ccccc1C,3,-1,-1,-0.6,11,8,-2,3,2,-3
CC(C)CN(C(=O)C1CSC2(C)CCC(=O)N12)c1c(N)n(Cc2ccccc2)c(=O)[nH]c1=O (centres undefined),1,-10,-1,0.3,-3,-5,1,10,2,-3
CC1CCCCN1C(=O)CN1CCN(S(=O)(=O)c2ccc(Br)cc2Cl)CC1 (centres undefined),1,1,-1,0.1,0,5,1,-8,-2,-5
O=C1COCC(=O)N1CCc1c[nH]c2ccccc12,-1,0,-1,-1.1,5,12,0,0,6,-4
CCCCN(C(=O)c1cc2c(s1)CCC2)c1c(N)n(CCC)c(=O)[nH]c1=O,-4,-3,3,0.3,-6,5,-3,11,1,5
O=C(Cc1cccs1)Nc1ccc(NC(=O)c2ccco2)cc1,-2,-1,5,1.2,-4,-8,8,-5,3,7
O=[N+]([O-])/C=C1/CCCCCN1,1,0,-5,-0.2,-1,3,2,3,2,-1
O=C1c2ccccc2-c2nc3ncnn3c(-c3ccccc3Cl)c21,-4,0,-2,0.5,5,11,1,-1,-1,1
COc1ccc(/C=N\NC(=O)c2ccccc2[N+](=O)[O-])cc1COc1c(F)c(F)c(F)c(F)c1F,-2,-18,0,0.3,-1,10,3,-1,0,4
Cn1c(O)c(N=NC(=O)C2COc3ccccc3O2)c2ccccc21 (centres undefined),1,8,-3,0.8,-11,-2,2,-2,-4,-2
OC1(c2cccc(C(F)(F)F)c2)CCN(c2ccc(-c3ccccc3)nn2)CC1,-5,-6,3,0.0,5,-5,-2,-3,3,-4
Cc1cc(F)ccc1S(=O)(=O)Nc1ccc(C(=O)N2CCCCC2)cc1,1,-5,1,0.1,4,7,6,-5,-5,-2
C=CCn1c(SCC(=O)NNC(=O)Nc2ccc(C)cc2)nnc1-c1ccccc1,-1,5,1,0.3,-10,-8,-2,4,-4,1
Cc1ccc2oc(-c3ccco3)cc(=O)c2c1,1,1,-3,12,-2,18,5,-7,8,-3
Nc1ccc(C(CC(=O)O)n2cccc2)cc1 (centres undefined),43*,0,100*,0.1,-2,-10,5,-3,-2,65*
CC(=O)c1cccc(NC(=O)COC(=O)COc2ccc(Cl)cc2)c1,4,-2,3,0.5,9,4,1,0,7,-7
C/C(=N\N(c1ccccc1)c1ccccc1)c1ccc(N)cc1,-1,4,0,0.1,7,0,-1,2,-7,0
NC(=O)c1ccsc1NC(=O)Cc1ccc([N+](=O)[O-])cc1,3,1,-2,-0.2,-1,-8,1,6,5,1
C[C@@H](C(O)c1ccccc1)N(C)C(=O)CCc1ccccc1 (some centres undefined),1,-6,2,0.2,4,-4,-6,1,-2,0
CCOc1cc(CN2CCN(CCOCCO)CC2)ccc1OC,3,-6,0,-0.3,4,-10,-2,7,1,0
CC(C)n1c(=S)[nH]c2scc(-c3cccs3)c2c1=O,2,7,2,-0.5,-15,17,9,1,-7,9
COc1ccc([C@@H]2CC=C(C(=O)O)[C@H](c3ccc(Br)cc3)N2S(=O)(=O)c2ccc(C)cc2)cc1OC,1,-4,2,0.4,-2,-9,-2,-6,-4,4
C/C(=C\C(=O)c1sccc1Cl)N(C)C,2,10,2,0.6,-3,5,1,-3,1,6
O=C(c1ccc(=O)[nH]c1)N(Cc1cccs1)C1(C(=O)NC2CCCC2)CCCCC1,-4,0,-2,-0.6,0,10,1,4,7,-2
COc1cc(N=C2C(=O)N3c4c(cccc42)C(C)=CC3(C)C)cc(OC)c1,-13,1,-13,0.1,-13,-18,5,8,-8,5
FC(F)(F)c1cccc(NC(=S)NCc2ccccc2)c1,-2,0,2,0.1,3,-2,2,5,-4,-2
O=C(COc1ccc(F)cc1)Nc1ccc(S(=O)(=O)Nc2ncccn2)cc1,-3,2,-2,0.1,4,22,-1,5,1,-1
CC(=O)c1cccc(-c2cnc3c(NC=O)cc(-c4ccccc4F)cn23)c1,1,-10,0,0.5,6,10,3,4,8,0
COc1ccc(OCC(=O)N/N=C(\C)CC(=O)Nc2ccc(NC(C)=O)cc2)cc1,2,1,2,0.5,7,-3,1,8,5,-1
O=C(NCC1CCCO1)C1CCN(C2CCN(Cc3cccs3)CC2)CC1 (centres undefined),1,-8,1,-0.2,-7,-10,-3,-5,0,10
Cc1noc(C)c1NC(=O)N(C)C[C@H]1Oc2ccc(NC(=O)NC(C)C)cc2C(=O)N([C@H](C)CO)C[C@H]1C,6,5,1,-0.5,-6,-5,1,-3,0,-1
O=C(c1cccc(S(=O)(=O)N2CCOCC2)c1)N1CCOCC1,-2,1,6,0.3,7,-12,-2,-8,-5,-1
O=C(CCCCCNC(=O)N1CCn2c1nc1ccccc12)NCCc1ccccc1,8,3,20,0.2,-3,5,2,-3,5,1
CN(CCOc1ccccc1)C(=O)CNC(=O)c1ccc(C(C)(C)C)cc1,0,-5,0,0.2,4,-8,1,-3,2,-4
CCN1CCN(CC(=O)Nc2sc3c(c2C#N)CCC3)CC1,1,-2,3,0.1,2,12,1,-3,2,2
CCCCn1c(N)c(N(CCC(C)C)C(=O)COC(=O)c2ccc(CC)cc2)c(=O)[nH]c1=O,1,5,-1,-0.5,2,6,0,6,-3,2
O=C(O)c1c2c(nc3ccccc13)/C(=C/c1c(F)cccc1F)CCC2,-4,1,1,-0.3,5,0,-2,5,0,3

# Some of the entries so far, bar-delimited.
SMILES | MBD2 DNA inh | SIAE primary | UHRF1 binding | proKLK7 act | DDE Tn6 FP inh | TDP2 inh | PRMT1 inh | TCR-CD3 inh | DDE Tn7 FP inh | LEDGF integ inh
CCCCn1c(N)c(N(CCC(C)C)C(=O)COC(=O)c2ccc(CC)cc2)c(=O)[nH]c1=O | 1 | 5 | -1 | -0.5 | 2 | 6 | 0 | 6 | -3 | 2
O=C(O)c1c2c(nc3ccccc13)/C(=C/c1c(F)cccc1F)CCC2 | -4 | 1 | 1 | -0.3 | 5 | 0 | -2 | 5 | 0 | 3
Cc1noc(C)c1NC(=O)N(C)C[C@H]1Oc2ccc(NC(=O)NC(C)C)cc2C(=O)N([C@H](C)CO)C[C@H]1C | 6 | 5 | 1 | -0.5 | -6 | -5 | 1 | -3 | 0 | -1
O=C(NCC1CCCO1)C1CCN(C2CCN(Cc3cccs3)CC2)CC1 (centres undefined) | 1 | -8 | 1 | -0.2 | -7 | -10 | -3 | -5 | 0 | 10
O=C(CCCCCNC(=O)N1CCn2c1nc1ccccc12)NCCc1ccccc1 | 8 | 3 | 20 | 0.2 | -3 | 5 | 2 | -3 | 5 | 1
CCN1CCN(CC(=O)Nc2sc3c(c2C#N)CCC3)CC1 | 1 | -2 | 3 | 0.1 | 2 | 12 | 1 | -3 | 2 | 2

# Rows are unselected; about 4.6% have a hit in one of these screens.
